SW480 rereplic = A quantitative high throughput screen for small molecules that induce DNA re-replication in SW480 colon adenocarcinoma cells | 1.8% of 340,000 active | SW480 DNA re-replication, Hoechst DNA content imaging, 48 h | Potency, µM (doses to about 46.1 µM), inactives show at the top dose re-replication activation, hits mostly activators; further: potency means the concentration at half of the fitted maximal effect; % of control where 0% means no effect; nearly all actives have a fitted effect of over 55% in size
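Readout is total intensity of Hoechst-stained nuclei, excited at 405 nm and collected at 500-530 nm. Compound treatment lasted 48 hr at 37 C in 5% CO2 before staining.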
HepG2 viability = qHTS for Inhibitors of TGF-b: Cytotox Counterscreen. HepG2 CAGA-GFP viability, ATP luminescence, 18 h. Potency, µM (titrated, usually from 46.1 µM), inactives show at the highest dose activity change, negative = cytotoxicity, most hits filed as cytotoxic. 0.76% of 410,000 active. AID 588856, 2011; further: potency means the concentration at half of the fitted maximal effect; some results filed as inactive show a strong effect at the top dose
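HepG2 CAGA-GFP cells (1000/well, DMEM with 1% FBS) received compound, then TGF-beta at 500 pg/mL final, and were incubated 18 hours at 37 degrees C. Viability was read by CellTiter-Glo luminescence. Media-only wells were set as complete cell-killing and DMSO as no toxicity.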
ATXN viability = Viability Counterscreen for Primary qHTS for Inhibitors of ATXN expression | S2 cells (HEK-293 line with an ATXN2-luciferase reporter) viability, CellTiter-Fluor protease fluorescence, 24 h | Potency, µM (doses to about 56.7 µM), actives largely listed as cytotoxic | 0.49% of 400,000 active; further: potency means the concentration at half of the fitted maximal effect; nearly all actives have a fitted effect of over 40% in size
ATXN2 expr inh = Primary qHTS for Inhibitors of ATXN expression | HEK-293 ATXN2-luciferase reporter, luminescence, 24 h | Potency, µM (titrated, usually from 57 µM), inactives show at the highest dose activity change, negative = inhibition, actives largely listed as inhibitors | 0.72% of 360,000 active | AID 1745845, 2022; further: potency means the concentration at half of the fitted maximal effect; on the % scale 0 is the no-effect control and ±100 the full control effect; nearly all actives have a fitted effect of over 55% in size
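ATXN2-luciferase reporter cells (luciferase flanked by upstream and downstream ATXN2 gene portions) were treated 24 h at 37 °C with compounds at up to 57 uM. SteadyGlo luminescence gave expression; GF-AFC fluorescence gave viability.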
KB-3-1 cytotox = qHTS assay for MDR1-selective chemotherapeutics: Primary screen using the parental adenocarcinoma cell KB-3-1 | KB-3-1 viability, CellTiter-Glo ATP luminescence, 72 h | Potency, µM (doses to about 46.1 µM), for the others: at the highest dose activity change, negative = cytotoxic, hits mostly cytotoxic | 1.4% of 400,000 active; further: potency means the concentration at half of the fitted maximal effect; on the % scale 0 is the no-effect control and ±100 the full control effect; nearly all actives have a fitted effect of over 60% in size
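Using CellTiter-Glo luminescence, growth of non-resistant KB-3-1 adenocarcinoma cells is assessed 72 h after pin-tool compound addition at 37 °C. Normalized responses across the concentration series yield fitted curves.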
HT1080 IDH1KD tx = qHTS for induction of synthetic lethality in tumor cells producing 2HG: qHTS for the HT-1080-IDH1KD cell line | Potency, µM (top dose mostly 46.1 µM), inactives show top-dose activity, negative = toxicity, usual class: cytotoxic | 2% of 360,000 active | AID 686971, 2013 | HT-1080 IDH1 knockdown viability, ATP luminescence, 48 h;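 further: potency means the concentration at half of the fitted maximal effect; 0% = DMSO wells and -100% = cell-free medium wells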
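Luminescent ATP read-out (CellTiter-Glo, 10 min at room temperature) after 48 h compound exposure at 37 °C gave viability of IDH1-knockdown HT-1080 cells. Activity was normalised to DMSO and cell-free wells, then fitted as concentration-response curves.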
IL-1B inflam inh = qHTS for Inhibitors of Inflammasome Signaling: IL-1-beta AlphaLISA Primary Screen; THP-1 LPS/ATP IL-1B secretion, AlphaLISA, 16 h; hits give low values; activity change, % at 57.5 µM; 4.7% of 360,000 active; AID 743279, 2014; in the data active means activity change below about -50%; inconclusive means mostly about -30% to -49%; further: on the % scale 0 is the no-effect control and ±100 the full control effect
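THP-1 cells pretreated 1 hr with compounds (up to 57.5 uM final), then stimulated with LPS (250 ng/mL final) plus ATP (1.25 mM final); secreted IL-1B measured by AlphaLISA after 16 hr, decreased signal indicating inhibition.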
HT1080-NT tox = qHTS for induction of synthetic lethality in tumor cells producing 2HG: qHTS for the HT-1080-NT fibrosarcoma cell line; HT-1080-NT fibrosarcoma viability, CellTiter-Glo ATP luminescence, 48 h; Potency, µM (top dose mostly 46.1 µM), without a hit: at the top dose activity, negative = less viability, usual class: cytotoxic; 1.6% of 360,000 active;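 further: NT is the 2HG producing partner of a matched IDH1 knockdown line; potency means the concentration at half of the fitted maximal effect; 0% = DMSO-treated cells and -100% = media-only wells without cells; nearly all actives have a fitted effect of over 55% in size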
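Viability of the 2HG-overproducing fibrosarcoma line after 48 hours of compound exposure at 37 degrees C was determined by luminescence with CellTiter-Glo, and concentration-effect curves were then fitted and categorized.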
MCF10A rereplic = A quantitative high throughput screen for small molecules that induce DNA re-replication in MCF 10a normal breast cells; 2.9% of 350,000 active; Potency, µM (series often up to 46.1 µM), inactives show top-dose activity, positive = re-replication, actives largely listed as activators; AID 624296, 2012; MCF 10A DNA re-replication, Hoechst nuclear intensity, 48 h; further: potency means the concentration at half of the fitted maximal effect; % of control where 0% means no effect; nearly all actives have a fitted effect of over 50% in size
The depositor's hits bear a star; [ ] = another dose, or the depositor's remark. Unless noted, the call rests on the fitted dose curve; in most records, active means well fitted curve in the direction sought with a large enough effect; inconclusive means small, poorly fitted or top-dose-only effect, or another doubt; inactive means no such curve, though single readings can be large; an effect the other way counts as inactive or inconclusive.

COc1ccc(OCCOCCOc2ccc(C)cc2[N+](=O)[O-])cc1 was read as SW480 rereplic 7%, HepG2 viability -6%, ATXN viability inactive, ATXN2 expr inh -1%, KB-3-1 cytotox -17%, HT1080 IDH1KD tx 7%, IL-1B inflam inh 14, HT1080-NT tox -4% and MCF10A rereplic 14%.
For O=C(O)CCC(=O)NNC(=O)COc1cccc(Cl)c1 the results were SW480 rereplic -3%, HepG2 viability 4%, ATXN viability inactive, ATXN2 expr inh 17%, KB-3-1 cytotox 4%, HT1080 IDH1KD tx 17%, IL-1B inflam inh 11, HT1080-NT tox 20% and MCF10A rereplic -14%.
Screening Nc1ccc(CCc2ccccn2)cc1 returned SW480 rereplic 0%, HepG2 viability 6%, ATXN viability inactive, ATXN2 expr inh 30%, KB-3-1 cytotox -5%, HT1080 IDH1KD tx -1%, IL-1B inflam inh -12, HT1080-NT tox -4% and MCF10A rereplic 3%.
`Cn1c(NC(=O)C[n+]2cc(-c3ccc(Cl)cc3)n3c2CCC3)cc(=O)n(C)c1=O` gave SW480 rereplic -7%, HepG2 viability -2%, ATXN viability inactive, ATXN2 expr inh -3%, KB-3-1 cytotox -26%, HT1080 IDH1KD tx 12%, IL-1B inflam inh 10, HT1080-NT tox inconclusive and MCF10A rereplic 2%.
Screening N/N=C(\c1ccccc1)C12CN3CN(CN(C3)C1)C2 returned SW480 rereplic -3%, HepG2 viability -2%, ATXN viability inactive, ATXN2 expr inh -5%, KB-3-1 cytotox 6%, HT1080 IDH1KD tx 11%, IL-1B inflam inh -1, HT1080-NT tox 16% and MCF10A rereplic inconclusive.
Screening COC(=O)c1sc(N2C(=O)c3oc4ccc(C)cc4c(=O)c3C2c2ccc(OC)cc2)nc1C (stereo not given) returned HepG2 viability 3%, ATXN viability inactive, ATXN2 expr inh 8% and KB-3-1 cytotox -6%.
Screening O=C(NC1CCCCC1c1ccccc1)c1ccccc1 (stereo not given) returned SW480 rereplic 2%, HepG2 viability 5%, ATXN viability inactive, ATXN2 expr inh 9%, KB-3-1 cytotox 1%, HT1080 IDH1KD tx 15%, IL-1B inflam inh -6, HT1080-NT tox -1% and MCF10A rereplic 17%.
For Fc1cccc(-n2c(-c3ccco3)nc3nc4ccccc4nc32)c1 the results were SW480 rereplic -7%, HepG2 viability 0%, ATXN viability inactive, ATXN2 expr inh -15%, KB-3-1 cytotox 2%, HT1080 IDH1KD tx 7%, IL-1B inflam inh 0, HT1080-NT tox 6% and MCF10A rereplic -5%.
Screening CC1(C(=O)Nc2ccccc2)Cc2c(-c3ccc4c(c3)OCO4)ccnc2O1 (stereo not given) returned HepG2 viability -3%, ATXN viability inactive, ATXN2 expr inh -8%, KB-3-1 cytotox inconclusive, HT1080 IDH1KD tx inconclusive, IL-1B inflam inh -26 and HT1080-NT tox inconclusive.
For CCCN1CCC(=O)NC1=S the results were SW480 rereplic 6%, HepG2 viability -2%, ATXN viability inactive, ATXN2 expr inh 3%, KB-3-1 cytotox 4%, HT1080 IDH1KD tx 0%, IL-1B inflam inh 9, HT1080-NT tox 3% and MCF10A rereplic -36%.
c1ccc(COCCCn2cc(-c3ccccc3)nn2)cc1 was read as SW480 rereplic -12%, HepG2 viability -3%, ATXN viability inactive, ATXN2 expr inh 11%, KB-3-1 cytotox 0%, HT1080 IDH1KD tx 7%, IL-1B inflam inh 81, HT1080-NT tox 12% and MCF10A rereplic -1%.
`COc1ccc(-c2nnn(CC(=O)N3CCN(c4ccc(F)cc4)CC3)n2)cc1` gave SW480 rereplic 2%, HepG2 viability -1%, ATXN viability inactive, ATXN2 expr inh 5%, KB-3-1 cytotox 3%, HT1080 IDH1KD tx -2%, IL-1B inflam inh -12, HT1080-NT tox 7% and MCF10A rereplic 0%.
O=P(Cc1nnco1)(c1ccccc1)c1ccccc1 was read as SW480 rereplic -4%, HepG2 viability -19%, ATXN viability inactive, ATXN2 expr inh 1%, KB-3-1 cytotox 7%, HT1080 IDH1KD tx 0%, IL-1B inflam inh 19, HT1080-NT tox 1% and MCF10A rereplic 2%.
For CC1CN(C(=O)CCS(=O)(=O)c2ccccc2)CC(C)O1 (stereo not given) the results were SW480 rereplic 1%, HepG2 viability 8%, ATXN viability inactive, ATXN2 expr inh 5%, KB-3-1 cytotox -2%, HT1080 IDH1KD tx 16%, IL-1B inflam inh 4, HT1080-NT tox -8% and MCF10A rereplic 18%.
For Cn1cc(-c2coc3c(C(=O)NCc4cccnc4)cccc23)cn1 the results were HepG2 viability 1%, ATXN viability inactive, ATXN2 expr inh 9%, KB-3-1 cytotox 0%, HT1080 IDH1KD tx -1%, IL-1B inflam inh -4 and HT1080-NT tox 1%.
O=C(O)c1nc(-c2ccccc2)n(-c2ccccc2)n1 was read as SW480 rereplic -1%, HepG2 viability 1%, ATXN viability inactive, ATXN2 expr inh 8%, KB-3-1 cytotox 5%, HT1080 IDH1KD tx 22%, IL-1B inflam inh 6, HT1080-NT tox 21% and MCF10A rereplic -4%.
For O=C(Cc1ccccc1)NCC(=O)N1CCCCC1 the results were SW480 rereplic 2%, HepG2 viability 6%, ATXN viability inactive, ATXN2 expr inh 16%, KB-3-1 cytotox -6%, HT1080 IDH1KD tx 6%, IL-1B inflam inh -5, HT1080-NT tox 13% and MCF10A rereplic -3%.
Screening COc1ccc(C(=O)Nc2nc(CC(=O)NCCc3cccc(OC)c3)cs2)cc1 returned SW480 rereplic -1%, HepG2 viability -29%, ATXN viability inactive, ATXN2 expr inh 57%[activator], KB-3-1 cytotox 8%, HT1080 IDH1KD tx -9%, IL-1B inflam inh inconclusive, HT1080-NT tox -1% and MCF10A rereplic 20%.
COc1ccc(NC(=O)Nc2nnc(-c3ccco3)s2)cc1 was read as SW480 rereplic 3%, HepG2 viability -7%, ATXN viability inactive, ATXN2 expr inh 37%[activator], KB-3-1 cytotox 7%, HT1080 IDH1KD tx 0%, IL-1B inflam inh 32, HT1080-NT tox -1% and MCF10A rereplic -1%.
For CCN(Cc1ccccc1)Cc1ccc(OCc2ccccc2)c(OC)c1 the results were SW480 rereplic -3%, HepG2 viability -36%, ATXN viability inactive, KB-3-1 cytotox 0%, HT1080 IDH1KD tx -12%, IL-1B inflam inh 11, HT1080-NT tox -5% and MCF10A rereplic inconclusive.
Screening O=C(Nc1ccc(F)cc1)C(c1ccnc2ccccc12)N1CCN(C(=O)c2ccco2)CC1 (stereo not given) returned KB-3-1 cytotox 1%, HT1080 IDH1KD tx -10%, IL-1B inflam inh -7 and HT1080-NT tox 0%.
For CSCC[C@H](NC(=O)Cc1c(C)c2c(cc(C)c3c(C)c(C)oc32)oc1=O)C(=O)O the results were SW480 rereplic 1%, HepG2 viability -12%, ATXN viability inactive, KB-3-1 cytotox 8%, HT1080 IDH1KD tx 0%, IL-1B inflam inh 16, HT1080-NT tox -2% and MCF10A rereplic 1%.
For COc1ccccc1N=Nc1c(O)[nH]c2ccc(Br)cc12 the results were SW480 rereplic 3%, HepG2 viability -15%, ATXN viability inactive, ATXN2 expr inh -22%, KB-3-1 cytotox 6%, HT1080 IDH1KD tx 15%, IL-1B inflam inh 41, HT1080-NT tox 15% and MCF10A rereplic 2%.
`Cc1cc(CNCc2c(C(=O)N(C)Cc3ccccc3)nc3ccccn23)nn1C` gave SW480 rereplic -18%, HepG2 viability -14%, ATXN viability inactive, ATXN2 expr inh -5%, KB-3-1 cytotox 12%, HT1080 IDH1KD tx 0%, IL-1B inflam inh -7, HT1080-NT tox 6% and MCF10A rereplic 1%.
CSc1ccc(CNc2ccc(Cl)cc2)cc1 was read as SW480 rereplic 1%, HepG2 viability -31%, ATXN viability inactive, ATXN2 expr inh 41%[activator], KB-3-1 cytotox 7%, HT1080 IDH1KD tx 0%[9.24 µM], IL-1B inflam inh -73*, HT1080-NT tox -9% and MCF10A rereplic -5%.
Screening Cc1ccc(/C=N\NC(=O)c2cc(OCC(F)(F)F)ccc2OCC(F)(F)F)cc1 returned SW480 rereplic -5%, HepG2 viability -45%, ATXN viability inactive, ATXN2 expr inh -20%, KB-3-1 cytotox 0%, HT1080 IDH1KD tx -20%[9.24 µM], IL-1B inflam inh 3, HT1080-NT tox inconclusive and MCF10A rereplic 16%.
For CCCS(=O)(=O)N1CCN(C(=O)CCC2CCCC2)CC1 the results were SW480 rereplic -6%, HepG2 viability 1%, ATXN viability inactive, ATXN2 expr inh 2%, KB-3-1 cytotox 1%, HT1080 IDH1KD tx 1%, IL-1B inflam inh -1, HT1080-NT tox 5% and MCF10A rereplic -3%.
Screening CC(/C=C1\SC(=S)N(CCC(=O)Nc2nc(C)cs2)C1=O)=C\c1ccccc1 returned SW480 rereplic -2%, HepG2 viability 10%, ATXN viability inactive, ATXN2 expr inh 18%, KB-3-1 cytotox 13%, HT1080 IDH1KD tx 1%, IL-1B inflam inh -6, HT1080-NT tox 7% and MCF10A rereplic 24%.
O=C(NCCC(=O)N1CCN(c2ccc(F)cc2)CC1)c1ccco1 was read as SW480 rereplic -2%, HepG2 viability 3%, ATXN viability inactive, ATXN2 expr inh -3%, KB-3-1 cytotox 0%, HT1080 IDH1KD tx -11%, IL-1B inflam inh -3, HT1080-NT tox -10% and MCF10A rereplic -1%.

Assay outcomes (PubChem)
